Hck-Nef inh: inhibitors of Nef-activated human Hck kinase, primary screen, biochemical, Z-Lyte FRET, 384-well, Hck-YEEI; inhibition, % at 20 µM; AID 463187, 2010; 0.68% of 220,000 active; Tyrosine-protein kinase HCK (Homo sapiens), P08631; Recombinant Hck-YEEI plus Nef, Z-Lyte FRET kinase assay;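 active means Hck-Nef kinase inhibition above about 50%, limit read from the data; inactive means inhibition below that limit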;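 further: 0% = DMSO with Hck plus Nef and 100% = Hck alone without Nef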
Target sequence (P08631 whole entry, looked up): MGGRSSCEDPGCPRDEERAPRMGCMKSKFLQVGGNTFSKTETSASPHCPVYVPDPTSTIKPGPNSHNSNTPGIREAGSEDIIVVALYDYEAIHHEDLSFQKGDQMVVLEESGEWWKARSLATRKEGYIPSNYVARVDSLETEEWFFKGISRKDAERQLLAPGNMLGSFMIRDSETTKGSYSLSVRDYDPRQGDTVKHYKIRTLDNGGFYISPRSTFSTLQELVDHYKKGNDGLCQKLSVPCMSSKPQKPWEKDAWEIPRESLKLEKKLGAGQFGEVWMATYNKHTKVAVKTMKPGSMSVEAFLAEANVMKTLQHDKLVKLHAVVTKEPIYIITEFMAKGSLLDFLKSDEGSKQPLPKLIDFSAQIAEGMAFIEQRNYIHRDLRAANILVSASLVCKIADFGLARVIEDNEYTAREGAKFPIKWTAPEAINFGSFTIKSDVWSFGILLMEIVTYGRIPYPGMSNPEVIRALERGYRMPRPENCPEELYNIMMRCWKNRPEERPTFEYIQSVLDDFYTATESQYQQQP
EP2 mod: EP2 receptor modulators, cAMP readout, primary screen, cell-based, HTRF cAMP, PGE2 stimulation; Prostaglandin E2 receptor EP2 subtype (Homo sapiens), P43116; AID 940, 2007; 0.83% of 260,000 active; induction, % at 25 µM; EP2-expressing cells, cAMP HTRF FRET, PGE2 co-stimulation;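 active means compounds whose cAMP rise, as percent of the full-agonist control response, exceeds 60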;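 further: rat C6 glioma line stably carrying human EP2 under a CMV promoter; the protocol text gives 20 µM as final concentration; 100% = response of wells given 1 µM PGE2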
Rad51 HR inh: human RAD51 strand exchange inhibitors, primary screen, biochemical, fluorescence; hRad51 DNA strand exchange, fluorescence dequenching; inhibition, % at 10 µM; 0.085% of 200,000 active;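 active means inhibition above 40% at the single screening dose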;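 further: 0% = DMSO control wells and 100% = blanks with heterologous ssDNA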
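Assay system: Human Rad51 nucleoprotein filaments preassembled on unlabelled ssDNA | Reagent: Donor/quencher-labelled 47-bp dsDNA substrate | Doses: One concentration, 10 µM final | Times: 37 °C 15-min filament assembly, 30-min compound preincubation, 15-min exchange | Technique: Fluorescein emission 520 nm, excitation 485 nm | Benchmarks: Plate control and blank wells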
L929 necroptosis: inhibitors of zVAD-triggered necroptosis, primary screen, L929 cells | L929 zVAD necroptosis rescue, ATP luminescence, 24 h; with zVAD 60 µM | viability rescue, % at 10 µM | 0.38% of 220,000 active | AID 1377, 2008;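 active means activation, scaled between plate controls, above about 75%, limit read from the data; inactive means activation under that limit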;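 further: 0% = zVAD with DMSO and 100% = DMSO alone without zVAD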
eIF4E-4G inh: eIF4E–eIF4G protein interaction inhibitors, primary screen, biochemical, uHTS, TR-FRET, eIF4GI fragment; TR-FRET eIF4E-eIF4GI(517-606) binding, 2 h; inhibition, % at 21.7 µM; 0.37% of 220,000 active;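 active means inhibition above about 30%, limit read from the data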;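 further: 0% = full FRET control wells and 100% = background wells lacking eIF4GI fragment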
m-calpain inh: inhibitors of pig calpain II, primary screen, biochemical, fluorogenic peptide substrate, 1536-well; purified calpain II, 30 min; inhibition, % at 16 µM; 0.37% of 220,000 active; AID 1236, 2008;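 active means inhibition above about 50%, limit read from the data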
PGE2 EP2 inh: human EP2 receptor antagonists, primary screen, TR-FRET cAMP, C6 glioma cells | Prostaglandin E2 receptor EP2 subtype (Homo sapiens), P43116 | C6 glioma cells expressing human EP2; cells stimulated with saturating PGE2 | 0.52% of 260,000 active | inhibition, % at 25 µM;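 active means percent inhibition above 40 after rounding to a whole number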;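 further: rat C6 glioma host cells with rolipram phosphodiesterase inhibitor present; the protocol text gives 20 µM as final concentration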
Tb hexokinase: Trypanosoma brucei hexokinase 1 inhibitors, primary screen, biochemical, G6PDH-coupled NADH absorbance, MLSCN library. hexokinase 1 [Trypanosoma brucei]. 0.11% of 220,000 active. AID 1430, 2008. recombinant TbHK1, G6PDH-coupled NADH A340. inhibition, % at 10 µM;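 active means inhibition of 50% or more in the single-dose primary screen; inactive means inhibition below 50%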
14-3-3 Bad inh: inhibitors of 14-3-3 zeta/Bad binding, primary screen, biochemical, TR-FRET, bovine 14-3-3 zeta. 14-3-3 protein zeta/delta (Bos taurus), P63103. TR-FRET 14-3-3zeta/Dy647-pBad peptide displacement, 1 h. inhibition, % at 21.7 µM. 0.71% of 220,000 active. AID 781, 2007;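 active means inhibition above about 70%, limit read from the data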;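 further: 0% = full 14-3-3 plus peptide FRET controls and 100% = background without 14-3-3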
Target sequence (P63103 whole entry, looked up): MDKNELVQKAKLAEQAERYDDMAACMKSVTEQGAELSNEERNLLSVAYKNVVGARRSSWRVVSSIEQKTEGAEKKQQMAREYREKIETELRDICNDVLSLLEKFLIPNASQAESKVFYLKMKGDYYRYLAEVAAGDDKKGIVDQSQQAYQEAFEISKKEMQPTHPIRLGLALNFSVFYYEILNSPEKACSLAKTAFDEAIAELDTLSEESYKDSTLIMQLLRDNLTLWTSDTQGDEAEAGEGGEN
* = called active by the depositor; / = no result given; & = joins results of further samples; [ ] = another dose, or the depositor's remark.

SMILES	Hck-Nef inh	EP2 mod	Rad51 HR inh	L929 necroptosis	eIF4E-4G inh	m-calpain inh	PGE2 EP2 inh	Tb hexokinase	14-3-3 Bad inh
CCCCNC(=O)C(c1ccc(OCC(=O)OC)c(C(=O)OC)c1)N(CCOC)C(=O)CCCCCN1C(=O)NC(c2ccc(-c3ccccc3)cc2)C(C(=O)OCc2ccccc2)=C1C (stereo not drawn)	34	18	/	-0.5	0	-68	/	-62	-7
CC(NO)/C(=N\O)c1cccs1 (stereo not drawn)	0	26	-1	0.2	1	8	4	-6	2
O=C(Cc1cnn(-c2ccccc2)c1)c1ccc(O)c(O)c1O	0	4	0	0.6	5[fluorescence artefact?]	-37	5	-22	-1[fluorescence artefact?]
COc1ccc(C2Nc3ccccc3C(=O)N2c2ccc(C)cc2)cc1COc1ccccn1 (stereo not drawn)	4	18	5	0.3	5	-251	5	-5	-3
O=c1cc(O)nc(SCc2ccccc2)n1-c1ccc(Cl)cc1	14	21	-1	1.5	-3	19	11	10	-17
CC(C)N(C)CCOC(=O)C1COc2ccccc2O1 (stereo not drawn)	2	35	-4	0.7	3	-18	1	-11	-4
N=C1c2ccccc2CN1NC(=O)COc1ccc(Cl)cc1	18	21	0	1.5	-2	-21	10	-11	-3
COc1ccc(/C=C2\CCc3ccccc3C2=O)cc1Cn1nc(C)cc1C	2	46	3	-0.4	3	-6	14	-19	-17
COCC(=O)n1cc(C(=O)OC)c2ccccc21	6	-23&-6	3	0.2	-1	-14	9&8	2	13[fluorescence artefact?]
N#CCCN1CCCc2cc(N=Nc3ccc(C(F)(F)F)cc3)ccc21	-11	-28	6	-0.6	7	18	4	-7	-6
O=S(=O)(c1ccc(NC(=S)NCc2ccncc2)cc1)N1CCCCC1	5	-37	8	0.5	3	0	22	-4	-8
CC(/C=N/n1c(-c2n[nH]c3c2CCC3)n[nH]c1=S)=C\c1ccco1	-39	19	24	0.6	0	-5	16	-43	3
COc1ccccc1-n1cnnc1SC(C)C(=O)Nc1ccc(NC(C)=O)cc1 (stereo not drawn)	5	5	20	0.9	4	-10	1	0	-6
Cc1ccc(C)c(N2CCN(S(=O)(=O)c3c(C)noc3/C=C/N(C)C)CC2)c1	4	0	-6	1.4	-3	39	9	-22	-16
O=C(Nc1cccc(S(=O)(=O)NC2=NCCCCC2)c1)c1cccnc1Cl	10	-4	/	2.1	-3	18	7	-10	4
Cc1ccc(SCC(=O)NN=C2CCN(C)CC2)cc1	2	19	4	1.6	1	1	5	-3	-11
COc1ccc(CCN(C)S(=O)(=O)c2ccc(Cl)nc2)cc1OC	-1	-1	5	1.6	1	1	3	-5	-1
COc1cc2[nH]c(=S)n(C3CCCC3)c(=O)c2cc1OC	9	4	-2	0.6	14	23	5	-7	-4
CCCC(=O)NCn1nnc(-c2ccc(Cl)cc2)n1	20	-20	13	0.5	-3	-21	5	-2	-18
O=C(OCCN1C(=O)c2ccccc2C1=O)c1cc2ccccc2o1	-2	-25	-1	0.3	1	25	3	-3	-12
Nc1cccc(Nc2ccccc2)c1	32	5	4	-0.6	3	14	5	-7	-15
CN(CC(=O)Nc1ccc(N2CCOCC2)cc1)C(=O)C1CCCC1	15	14	6	1.6	-2	-18	4	-1	-6
Cc1noc(C)c1COc1cccc(C(=O)NC(C)(C)C)c1	-21	-4	3	1.1	-2	18	3	6	-3
CCCCCNC(=O)Cc1cc(=O)[nH]c(=O)[nH]1	-1	-3	-2	0.7	5	-3	9	-4	1[fluorescence artefact?]
N#CCc1nc(CSc2nc3ccccc3s2)cs1	-1	-6	-19	-0.6	4[fluorescence artefact?]	-40	7	9	-4[fluorescence artefact?]
SMILES	Hck-Nef inh	EP2 mod	Rad51 HR inh	L929 necroptosis	eIF4E-4G inh	m-calpain inh	PGE2 EP2 inh	Tb hexokinase	14-3-3 Bad inh
CCOC(=O)CSc1nnc(NC(=O)c2cccc(S(=O)(=O)N3CCCCC3)c2)s1	-1	12	-1	-0.2	2	-68	12	-14	27
CC1(C)C(=O)NCCN1C(=O)CSc1nccc(-c2ccc(Br)cc2)n1	3	12	2	-0.6	-2	-10	7	-8	7
O=C(CCc1nc2ccccc2c(=O)[nH]1)OCC(=O)c1cccc(Cl)c1	-5	-13	5	1.1	15[fluorescence artefact?]	8	7	-1	2
CCOC(=O)N1CCN(C(=O)Cc2ccc(C)cc2)CC1	3	8	-7	0.1	2	-15	-2	-5	2
COc1ccc(/C=N/NS(=O)(=O)c2ccc(F)cc2)cc1COc1cc(F)ccc1[N+](=O)[O-]	26	25	0	1.2	-4	-40	6	8	-5
Cc1ccc2cc(C3CC(c4ccco4)=NN3S(=O)(=O)c3ccccc3)c(Cl)nc2c1 (stereo not drawn)	6	-7	-1	0.4	4	-24	8	-14	3
CCCCCCNC(=O)Cc1ccc(Br)cc1	26	-17	12	1.6	1	5	2	1	-8
O=C(NC1CCCCC1)c1cc(C(=O)c2ccccc2Br)c[nH]1	13	-36	-17	14	-2	5	5	11	-10
O=S(=O)(Nc1ccc(N2CCCCC2)cc1)c1cccs1	1	11	-6	0.4	2	-10	7	2	-9
COc1ccc(C(C)(C)C)cc1NC(=O)C1CC=CCC1C(=O)O (stereo not drawn)	0	-6	-3	3.5	-5	20	10	-5	23
Cc1ccc(-c2cc(=O)c3cc(C)ccc3[nH]2)cc1	-5	-2	11	3.7	7	-11	7	-2	67
O=C(NCCSCc1ccccc1)c1cc(S(=O)(=O)N2CCOCC2)ccc1F	0	-8	/	1.1	1	-15	/	0	-12
COCCN1C(=O)c2ccc(C(=O)Nc3nccs3)cc2C1=O	9	-9	1	0.1	-2	0	4	-5	5
O=C(c1ccc(S(=O)(=O)NCc2ccco2)cc1)N1CCN(Cc2ccccc2)CC1	0	-26	3	-0.5	2	-14	6	-5	-21
CC(=O)N1CCN(Cc2nc(-c3cccc(Cl)c3)no2)CC1	14	-6	-4	5.0	0	-41	8	-1	-10
C[C@@H]1NC(=O)[C@H](CCC(N)=O)NC(=O)c2cc([N+](=O)[O-])cc(I)c2NCCC[C@@H](C(N)=O)NC1=O	-8	3	-6	-0.6	0[fluorescence artefact?]	14	17	-5	7
OC(c1ccccn1)c1c[nH]c2ccccc12 (stereo not drawn)	0	-5	1	-0.1	-6[fluorescence artefact?]	11	8	-1	16[fluorescence artefact?]
CCCCN(C(=O)c1ccc(Cl)c([N+](=O)[O-])c1)c1c(N)n(CCC)c(=O)[nH]c1=O	24	7	2	1.9	-4	8	7	-6	-2
COc1ccc(C2/C(=C(\O)c3ccc(OC)c(Cl)c3)C(=O)C(=O)N2CCN(C)C)cc1 (stereo not drawn)	0	5	-2	0.7	2	5	11	-23	6
Cn1cc(C(=O)C(=O)N2CCCc3ccccc32)c2ccccc21	4	-20	-3	0.4	4	30	9	-19	3
CN1CCN(c2ccc(C(=O)c3ccc(F)cc3)cc2)CC1	0	2	2	1.0	-3	0	7	-31	-16
O=C(C1=C[C@@H]2[C@H]3C(=O)N(c4ccc(Cl)cc4)C(=O)[C@H]3[C@@H](C(=O)c3ccc(Cl)cc3)N2C=C1)c1ccccc1	2	12	-39	-0.4	4	-98	10	-5	10[fluorescence artefact?]
O=S(=O)(NCCOC12CC3CC(CC(C3)C1)C2)c1cccc2nsnc12	2	16	7	0.3	3	25	15	-5	-3
COC(=O)c1ccc(Oc2nc(NC(C)(C)C)nc(N3CCOCC3)n2)cc1	20	35&49	7	0.4	0	-4	10&4	-2	-2
COc1cc(OC)cc(C(=O)NNC(=O)CCc2ccccc2)c1	21	-7	-9	0.3	1	-27	3	-2	-6
SMILES	Hck-Nef inh	EP2 mod	Rad51 HR inh	L929 necroptosis	eIF4E-4G inh	m-calpain inh	PGE2 EP2 inh	Tb hexokinase	14-3-3 Bad inh
CC(=O)c1c(C)[nH]c(C(=O)N2CCc3ccccc32)c1C	4	10	-7	0.8	3	0	20	-14	-9
C/C(Cn1nc([N+](=O)[O-])cc1C)=N\NC(=O)COc1ccc(Cl)cc1Cl	2	-5	32	0.4	-3	-15	19	-7	2
CCOC(=O)Cn1c(=O)oc2cc(S(=O)(=O)N3CCCc4ccccc43)ccc21	0	-43	12	0.1	6	20	10	-4	-6
CCCn1c(SCC(=O)Nc2c(C)cccc2C)nnc1C(C)C	2	-2	2	-0.3	1[fluorescence artefact?]	-9	13	37	10
COC(=O)c1cccnc1NC(=S)NC(C)C	-1	21	/	-0.1	1	-14	2	-20	-5
Nc1oc2ccccc2c(=O)c1C=O	-2	19	-8	0.3	1[fluorescence artefact?]	-1	12	2	-4
CCOc1nc(C)cc(C)c1S(=O)(=O)c1ccc(Cl)cc1	21	81*	4	-0.4	-2	11	4	1	-6
CCn1c(COc2ccc(=O)n(-c3ccccc3)n2)nnc1SCc1ccc(C)cc1	2	-14	6	-0.5	-4	1	9	-2	5
COc1ccc(N2CC(NC(=O)N(C)CCC#N)CC2=O)cc1 (stereo not drawn)	22	3	4	0.7	-1	-3	7	-3	-2
Cn1c(SCc2n[nH]c(=S)n2-c2ccccc2)nnc1-c1ccccc1	4	25	-15	-0.3	22[fluorescence artefact?]	-2	3	1	13
CC(C)N1CCC(N2CCN(Cc3ccc(-c4ccc(Cl)cc4)o3)CC2CCO)CC1 (stereo not drawn)	-16	-34	/	1.4	-1	-9	0	-5	11
COC(=O)c1sc2nc(-c3ccccc3)c3c(c2c1N)CCCC3	2	73*	-6	-0.1	6[fluorescence artefact?]	-270	13	8	-11
COc1ccc(OCCNC(=O)/C=C/c2ccc([N+](=O)[O-])cc2)cc1	0	-54	-29	0.1	0	2	9	-8	-8
CC(C)C[C@H](NC(=O)OC(C)(C)C)c1nnc(SCc2cccc(F)c2)o1	2	-36	-6	-0.2	-7[fluorescence artefact?]	34	1	3	-5
Cc1nn(-c2cc(N3CCOCC3)ccc2N)c(=O)c2ccccc12	0	-11	-4	0.3	4	3	4	-3	1
CN(C)C(=O)CSc1nnc2sc3ccccc3n12	2	/	4	0.2	/	/	7	-4	/
O=C(Nc1ccc(S(=O)(=O)NC2CCCCC2)cc1)c1ccc(Br)o1	9	-23	-2	1.8	0	12	7	2	0
Oc1ccc(/C=N/N2CCN(c3ccccn3)CC2)cc1	30	-21	15	-0.8	-4	4	7	-8	-2
COc1ccc(N2CC(C(=O)Nc3cc(C)on3)CC2=O)cc1 (stereo not drawn)	-1	3	-5	-0.1	-7	11	4	-2	-2

An excerpt, so the mix of outcomes need not match the whole.
